FXIIa inh – inhibitors of human coagulation factor XIIa | purified FXIIa, Boc-QGR-AMC fluorogenic substrate, 2 h | P00748 | inhibition, % at 5 µM | AID 800 | 220,000 tested, 0.3% active; in the data active means inhibition above about 40%;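 further: 0% = enzyme with no compound and 100% = blank without enzyme; many of its hits are not listed in these tables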
Thrombin inh – thrombin (human) inhibition; P00734; alpha-thrombin, Boc-VPR-AMC fluorogenic substrate cleavage; inhibition, % at 5 µM; 220,000 tested, 0.26% active;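 active means inhibition at or above 40%; inactive means inhibition below 40%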;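 further: 0% = enzyme with no compound and 100% = wells without enzyme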
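System: human alpha-thrombin protein; Compound dosing: one concentration per compound, 5 µM, with 0.2% DMSO; Timing: reaction at room temperature; Technique: AMC fluorescence, 355/460 nm; Controls: enzyme without compound as high, wells lacking enzyme as low.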
hK5 inh – blocks human kallikrein 5 protease activity; AID 873; Q9Y337; inhibition, % at 5 µM; 210,000 tested, 0.59% active; recombinant hK5, fluorogenic AMC substrate cleavage;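 active means inhibition of 40% or more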;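 further: 0% = enzyme controls without compound and 100% = no-enzyme blanks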
Target sequence (Q9Y337 67-293 limits assumed): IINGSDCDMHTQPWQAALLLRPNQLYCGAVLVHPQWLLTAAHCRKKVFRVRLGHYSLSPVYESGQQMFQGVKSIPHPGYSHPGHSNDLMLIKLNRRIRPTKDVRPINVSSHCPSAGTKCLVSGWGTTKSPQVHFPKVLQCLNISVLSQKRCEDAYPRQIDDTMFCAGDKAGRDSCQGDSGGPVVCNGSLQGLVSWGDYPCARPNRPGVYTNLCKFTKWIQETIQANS
Hck Nef HTS – blocks Nef-activated human Hck kinase. P08631. Recombinant Hck-YEEI plus Nef, Z-Lyte FRET kinase assay. inhibition, % at 20 µM. 220,000 tested, 0.68% active. AID 463187;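 active means Hck-Nef kinase inhibition above about 50%, limit read from the data; inactive means inhibition below that limit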;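 further: 0% = DMSO with Hck plus Nef and 100% = Hck alone without Nef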
Target sequence (P08631 whole entry, looked up): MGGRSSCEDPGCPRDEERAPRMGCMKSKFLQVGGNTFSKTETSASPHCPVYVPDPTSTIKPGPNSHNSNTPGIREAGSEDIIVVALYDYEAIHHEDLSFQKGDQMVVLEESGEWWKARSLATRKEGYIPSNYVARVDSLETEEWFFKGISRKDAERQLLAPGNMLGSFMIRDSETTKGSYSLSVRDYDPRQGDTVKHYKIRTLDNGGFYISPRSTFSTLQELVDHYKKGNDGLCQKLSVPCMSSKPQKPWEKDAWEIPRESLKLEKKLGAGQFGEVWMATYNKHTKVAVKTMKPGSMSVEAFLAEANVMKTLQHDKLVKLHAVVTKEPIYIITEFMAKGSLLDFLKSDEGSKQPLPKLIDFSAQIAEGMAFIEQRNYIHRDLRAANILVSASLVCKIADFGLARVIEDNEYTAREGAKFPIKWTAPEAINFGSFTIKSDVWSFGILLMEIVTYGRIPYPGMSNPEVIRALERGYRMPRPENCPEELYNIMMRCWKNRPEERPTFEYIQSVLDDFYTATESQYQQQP
Cl transport mod – modulates chloride dependent transport by human KCC2; Q9H2X9; KCC2 cells, thallium flux FluoZin-2 fluorescence; B-score of Tl+ flux slope (higher = more flux/activation; lower = inhibition) at 10 µM; 190,000 tested, 2.2% active; AID 1456;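 active means thallium flux slope and its plate-corrected score both differing from the plate sample mean at a set confidence after two filtering rounds, in either direction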;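 further: slope of fluorescence scaled to starting intensity during 10 to 20 s after thallium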
FXIa inh 1536 – inhibitors of human coagulation factor XIa | 220,000 tested, 0.14% active | P03951 | purified FXIa, Boc-Glu-Ala-Arg-AMC fluorogenic substrate | inhibition, % at 5 µM;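 active means inhibition of at least 40%; inactive means inhibition below 40%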;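 further: fluorescence of freed AMC excited at 355 nm; 0% = enzyme without compound and 100% = no enzyme blank; many of its hits are not listed in these tables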
Rad51 HR inh – blocks human Rad51 in homologous recombination. inhibition, % at 10 µM. 200,000 tested, 0.085% active. Q06609. AID 1385. hRad51 DNA strand exchange, fluorescence dequenching;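 active means inhibition above 40% at the single screening dose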;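 further: 0% = DMSO control wells and 100% = blanks with heterologous ssDNA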
Target sequence (Q06609 whole entry, looked up): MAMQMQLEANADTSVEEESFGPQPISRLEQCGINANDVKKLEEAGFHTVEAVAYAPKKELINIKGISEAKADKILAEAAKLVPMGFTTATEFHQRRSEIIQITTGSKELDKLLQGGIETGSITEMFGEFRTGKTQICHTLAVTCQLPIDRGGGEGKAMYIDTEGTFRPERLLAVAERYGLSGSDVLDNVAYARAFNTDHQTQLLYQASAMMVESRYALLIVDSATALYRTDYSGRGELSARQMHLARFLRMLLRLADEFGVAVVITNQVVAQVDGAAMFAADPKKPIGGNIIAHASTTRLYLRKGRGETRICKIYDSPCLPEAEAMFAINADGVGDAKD
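System: human Rad51 nucleoprotein filaments preassembled on unlabelled ssDNA. Reagent: labelled 47-mer dsDNA for strand exchange. Schedule: 30-min compound preincubation and 15-min exchange, both room temperature. Measured by: FRET fluorescence dequenching, excitation 485 nm, emission 520 nm. Read-out: Fluorescence-based percent inhibition, control- and blank-normalised. Benchmarks: plate controls and plate blanks.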
TNF death inh – blocks TNF-alpha induced death of Jurkat FADD-/- cells. 220,000 tested, 0.068% active. AID 463075. activation (protection from cell death), % at 10 µM. Jurkat FADD-/- TNF necroptosis rescue, ATP luminescence, 24 h; 0 = TNF only, 100 = no-TNF cells;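 active means activation, meaning protection from cell death, of at least 50% relative to plate controls; inactive means activation below 50%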;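 further: necroptosis triggered by 40 ng/mL TNF-alpha added together with compound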
zVAD death inh – L929 zVAD cell death inhibition. L929 zVAD necroptosis rescue, ATP luminescence, 24 h; with zVAD 60 µM. viability rescue, % at 10 µM. 220,000 tested, 0.38% active;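 active means activation, scaled between plate controls, above about 75%, limit read from the data; inactive means activation under that limit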;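 further: 0% = zVAD with DMSO and 100% = DMSO alone without zVAD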
* marks the source's active call; other numbers are inactive results; · = no result given. Not all compounds are listed; the hit share may differ from the screen's.

Results follow in this order: TNF death inh | zVAD death inh | Rad51 HR inh | hK5 inh | Thrombin inh | FXIIa inh | Hck Nef HTS | Cl transport mod | FXIa inh 1536
CCc1ccc(/C=C(\C)C(=O)c2c(C)cc(C)[nH]c2=O)cc1
    -0.5 | 1.1 | 22 | -8 | 7 | 8 | -3 | -0.25 | 1
COc1cc(CCCN2C(=S)NC[C@@H]2Cc2ccccc2)cc(OC)c1OC
    0.6 | -1.3 | 5 | 4 | 0 | 10 | -8 | -1.9 | 1
COc1ccc(-c2nnc(SCC(=O)N3CCCC(C)C3)o2)c(OC)c1 (stereo not drawn)
    -0.5 | -0.3 | -1 | -3 | 2 | 15 | 1 | · | 6
CC(=O)OCCCNc1cc(SCc2ccco2)c2nonc2c1[N+](=O)[O-]
    -1.3 | -0.3 | 0 | -9 | -9 | 11 | 2 | 0.029 | -5
Cc1ccccc1NC(=S)NCC1CCN(C(C)c2ccccc2)C1 (stereo not drawn)
    -3.0 | -1.4 | · | · | -1 | 7 | 13 | 0.79 | 1
O=C(CN1C(=O)NC2(CCCCCCC2)C1=O)N1CCOCC1
    -2.3 | 0.0 | -6 | -3 | 6 | 2 | 2 | · | 9
COc1ccc(N(C)S(=O)(=O)c2cccc(C(=O)OCC(=O)Nc3sc4c(c3C#N)CCCCC4)c2)cc1
    2.1 | 1.3 | -8 | -21 | 1 | 12 | -3 | 0.082 | 6
O=C(CNC(=O)Cc1ccccc1)N=Nc1c(O)n(Cc2ccc3c(c2)OCO3)c2ccccc12
    -0.6 | 0.7 | 8 | 0 | 12 | 5 | 5 | -0.26 | -2
Cc1cc(C)c[n+](CC(=O)c2ccc(NC(=O)c3ccccc3)cc2)c1
    1.2 | 3.2 | 9 | -1 | · | 6 | 25 | 0.97 | 3
Cc1cc(=O)n2nc(N3CCC(C(=O)NCCc4ccccc4)CC3)sc2n1
    1.8 | -0.2 | 0 | -7 | -5 | -1 | -6 | -0.47 | -2
CCOC(=O)N=Nc1c2ccccc2c2nc3no[nH]c3nc12
    -14 | -3.9 | 1 | 5 | 3 | 13 | -4 | 3.5 | 0
O=C(NCc1ccc(F)cc1)c1nc(-c2cccs2)no1
    1.2 | 0.8 | -35 | -8 | -1 | 4 | 10 | -0.52 | -4
CCc1c(C(=O)NNC(=S)NCCc2ccccc2)csc1C
    -3.5 | 0.5 | -8 | -40 | -3 | 9 | -1 | -2.9 | 2
OCCN1CCN(C2Cc3cc(Cl)ccc3Sc3ccc(Cl)cc32)CC1 (stereo not drawn) (tested in a mixture with another compound)
    0.8 | -0.5 | · | -10 | 3 | 15 | 6 | 0.22 | 7
Cn1c(C(=O)O)c(CC(=O)Nc2ccccc2F)c2ccccc21
    -0.8 | 0.0 | -2 | 7 | 1 | 18 | 1 | -1.9 | 5
O=C(C[n+]1cc(-c2ccc(F)cc2)n2c1CCC2)c1cccs1
    0.1 | 0.5 | · | 1 | -4 | 10 | 7 | -0.076 | 1
CN(C)/C=C\C(=C/C(=O)C(F)(F)F)Nc1ccccc1Oc1ccccc1
    -0.1 | -0.4 | 0 | 1 | -1 | · | -9 | -0.94 | 0
Cc1ccc(N(C(=O)C2CCCC2)C2C=CS(=O)(=O)C2)cc1C (stereo not drawn)
    0.0 | -0.2 | -8 | -20 | -6 | 0 | -1 | 0.8 | 10
Cc1c(C(=O)Nc2cccc(Cl)c2)oc2ccc(S(=O)(=O)N3CCC4(CC3)OCCO4)cc12
    -11 | 1.3 | · | -5 | 2 | 9 | 2 | -0.11 | 3
CC(=O)Nc1ccc(S(=O)(=O)C(C#N)c2nc3ccccc3nc2NCCN2CCOCC2)cc1 (stereo not drawn)
    1.1 | 1.2 | -3 | -5 | -14 | 6 | 46 | 0.9 | -6
O=C(CS(=O)c1ccc(C(F)(F)F)cc1[N+](=O)[O-])Oc1ccccc1 (stereo not drawn)
    0.0 | 0.1 | -1 | -2 | -4 | 4 | -19 | -0.0039 | -7
CC(=C\C(=O)O)/C(=C\c1cccc2ccccc12)C(=O)O
    0.8 | -0.2 | 18 | 0 | 0 | 6 | 13 | -0.69 | -3
COc1ccc(C2NC(=O)CS2)cc1OC (stereo not drawn)
    -0.1 | -0.2 | -2 | -20 | 0 | -3 | 0 | 0.065 | -1
Cc1nc(NC(=O)CSc2nc3cccnc3n2C2CCCCC2)sc1C
    -3.1 | -0.3 | 2 | -10 | -5 | 7 | 7 | -0.27 | -1
O=C(CNC(=O)OCc1ccccc1)NC1CCCCCCC1
    1.2 | 0.6 | · | -24 | -7 | 9 | 1 | -1.5 | 10
COC(=O)CC(c1ccc(F)cc1)n1c(C)ccc1C (stereo not drawn)
    0.3 | 0.3 | · | · | -9 | 1 | 0 | -1.3 | -3
Nc1nnc(CCCCc2cccs2)o1
    5.3 | 2.0 | -4 | 7 | 0 | 11 | 0 | · | 1
COc1ccc(Cn2nnc(C(=O)Nc3ccc(F)cc3)c2N)cc1
    2.4 | 2.7 | 0 | -18 | 5 | 13 | 5 | · | 3
Cc1cc(C)c(S(C)(=O)=O)c(NN)n1
    0.1 | 3.2 | -8 | 1 | -4 | 10 | 21 | 0.47 | -2
CC(C)c1ccc(C(=O)N2CCCN(C(=O)c3ccc(C(C)C)cc3)CC2)cc1
    -0.6 | -0.4 | 14 | -6 | -4 | 11 | -3 | -0.0036 | 5

Some of these compounds in order of molecular weight, ascending:
Results follow in this order: TNF death inh | zVAD death inh | Rad51 HR inh | hK5 inh | Thrombin inh | FXIIa inh | Hck Nef HTS | Cl transport mod | FXIa inh 1536
Cc1cc(C)c(S(C)(=O)=O)c(NN)n1
    0.1 | 3.2 | -8 | 1 | -4 | 10 | 21 | 0.47 | -2
COc1cc(CCCN2C(=S)NC[C@@H]2Cc2ccccc2)cc(OC)c1OC
    0.6 | -1.3 | 5 | 4 | 0 | 10 | -8 | -1.9 | 1
O=C(CNC(=O)Cc1ccccc1)N=Nc1c(O)n(Cc2ccc3c(c2)OCO3)c2ccccc12
    -0.6 | 0.7 | 8 | 0 | 12 | 5 | 5 | -0.26 | -2

Three compounds drawn at random from the list so far:
Results follow in this order: TNF death inh | zVAD death inh | Rad51 HR inh | hK5 inh | Thrombin inh | FXIIa inh | Hck Nef HTS | Cl transport mod | FXIa inh 1536
Nc1nnc(CCCCc2cccs2)o1
    5.3 | 2.0 | -4 | 7 | 0 | 11 | 0 | · | 1
CC(=C\C(=O)O)/C(=C\c1cccc2ccccc12)C(=O)O
    0.8 | -0.2 | 18 | 0 | 0 | 6 | 13 | -0.69 | -3
Cc1cc(=O)n2nc(N3CCC(C(=O)NCCc4ccccc4)CC3)sc2n1
    1.8 | -0.2 | 0 | -7 | -5 | -1 | -6 | -0.47 | -2

No new results follow: entries from further up.
Results follow in this order: TNF death inh | zVAD death inh | Rad51 HR inh | hK5 inh | Thrombin inh | FXIIa inh | Hck Nef HTS | Cl transport mod | FXIa inh 1536
O=C(CNC(=O)OCc1ccccc1)NC1CCCCCCC1
    1.2 | 0.6 | · | -24 | -7 | 9 | 1 | -1.5 | 10
COC(=O)CC(c1ccc(F)cc1)n1c(C)ccc1C (stereo not drawn)
    0.3 | 0.3 | · | · | -9 | 1 | 0 | -1.3 | -3

The list continues.
Results follow in this order: TNF death inh | zVAD death inh | Rad51 HR inh | hK5 inh | Thrombin inh | FXIIa inh | Hck Nef HTS | Cl transport mod | FXIa inh 1536
Cc1ccc(C(=O)OCC(=O)Nc2cc(F)ccc2F)cc1NC(=O)c1ccco1
    0.4 | -0.1 | -6 | 1 | 3 | -4 | 8 | 0.7 | 4
CC(=O)Nc1cccc(Oc2nc(C)cc(C)c2C#N)c1
    -1.0 | 1.9 | 0 | -2 | -3 | 7 | 19 | 0.91 | -8
CCn1c(=O)[nH]c(=O)c2c(N)c(C(=O)c3cc(F)ccc3F)sc21
    -2.4 | 0.9 | 18 | 12 | 1 | 11 | 29 | -0.8 | 3
C#CCOCCOCCOCCNc1nc(N2CCOCC2)nc(N2CCN(C(=O)[C@H]([C@@H](C)CC)n3cc(CCCN=C(N)N)nn3)CC2)n1
    2.9 | 2.4 | 7 | -9 | 9 | 4 | -6 | -0.62 | -4
Cn1nc(C(=O)OCC(=O)Nc2ccc(S(N)(=O)=O)cc2)c2ccccc2c1=O
    1.9 | 0.2 | 4 | -9 | -5 | 6 | 8 | -1 | 3
Cn1cnnc1SCC(=O)Nc1sc2c(c1C(N)=O)CCC2
    1.4 | 2.8 | -16 | -9 | -16 | 5 | 8 | · | -4
CCOC(=O)CC(=O)CSc1nc(-c2cccnc2)cc(C)c1C#N
    0.2 | 2.8 | 3 | 7 | 5 | 2 | 2 | · | 3
Cc1ccc(NC(=O)/C(=C/c2ccco2)c2ccccc2)c(C)c1
    0.0 | -0.1 | -3 | -24 | -4 | 2 | 1 | · | -21
Cc1nnc(SCCn2c(N3CCCC(C)C3)nc3c2c(=O)n(C)c(=O)n3C)s1 (stereo not drawn)
    -0.9 | -0.2 | 2 | 2 | -3 | 4 | 1 | · | -5
CC(C)(C)C1CCc2c(sc(NC(=O)c3ccco3)c2C(N)=O)C1 (stereo not drawn)
    0.4 | 0.5 | 8 | 0 | 1 | 12 | 8 | 0.14 | 10
O=C(NCC1CCCO1)C(=O)N/N=C/c1ccc(O)c(Cl)c1 (stereo not drawn)
    0.7 | -0.1 | 9 | -4 | 4 | 10 | 0 | 0.47 | -1
CC(CC(=O)Nc1ccc2c(c1)OCCO2)c1ccccc1 (stereo not drawn)
    -0.7 | -0.2 | -1 | 3 | 0 | 3 | 1 | 0.15 | -2
O=C(N/N=C/c1cccs1)c1ccc(-n2cccc2)cc1
    -0.2 | -0.2 | -6 | 5 | -9 | 9 | 26 | · | -3
Cc1[nH]c(=O)[nH]c(=O)c1NC(=O)c1sc2nc3c(C)cccc3cc2c1N
    1.0 | 1.7 | -7 | -9 | -9 | 2 | -1 | -0.0061 | 3
Cc1ccc(-c2nc(-c3ccccn3)no2)cc1
    -12 | -0.5 | 5 | 5 | 4 | 19 | 2 | -0.35 | 6
Cc1nc2ccc(C(=O)N/N=C/c3cc([N+](=O)[O-])ccc3O)cc2[nH]1
    1.0 | 1.8 | 5 | -10 | -6 | · | 15 | -0.33 | -6
CN1C(=O)CS(=O)c2ccc(C(=O)NCCC3=CCCCC3)cc21 (stereo not drawn)
    0.4 | 0.1 | -3 | 10 | -1 | 16 | 1 | · | 3
COCn1c(-c2ccc(OC)cc2)nc2ccccc21
    -2.1 | 0.0 | -7 | -3 | -3 | 8 | 5 | 0.072 | 2
CC(C)(C)c1ccc(N2C(=O)CSC2c2cccnc2)cc1 (stereo not drawn)
    -1.2 | -0.4 | -3 | 0 | 3 | 9 | -4 | 0.58 | -9
CCOC(=O)c1ccc(NC2OC(=O)c3ccccc32)cc1 (stereo not drawn)
    -2.0 | -0.1 | 2 | 19 | 20 | 31 | 1 | -1.3 | 13
O=C(Cc1ccccc1)N/N=C/c1cc(Br)c(Br)o1
    1.4 | -0.2 | -3 | -3 | 4 | 15 | 1 | -0.43 | 1
CCOC(=O)C1CCN(C(=O)Cn2cc(C(=O)OC)c3ccccc32)CC1
    1.3 | 0.5 | -4 | -4 | -15 | 2 | 11 | 2.3 | -3
Cc1ccc(-n2nnnc2SCC(=O)Nc2ccccc2N2CCCCC2)cc1C
    -2.8 | -0.2 | 5 | -17 | -13 | 6 | -1 | -0.19 | 2

Screening data: PubChem, several laboratories
